Compound activity: PubChem BioAssay, National Center for Advancing Translational Sciences (NCATS)
D1 potentiator: Potentiators of Human D1 Dopamine Receptor: qHTS | HEK293 TREx D1 cells, calcium flux, dopamine EC20 potentiation | potentiation, % at 10 µM | hit rate 0.036% among 360,000 | AID 504651, 2011; in the data active means potentiation above about 30%; further: 0% is about no effect
Target sequence (P21728 whole entry, looked up): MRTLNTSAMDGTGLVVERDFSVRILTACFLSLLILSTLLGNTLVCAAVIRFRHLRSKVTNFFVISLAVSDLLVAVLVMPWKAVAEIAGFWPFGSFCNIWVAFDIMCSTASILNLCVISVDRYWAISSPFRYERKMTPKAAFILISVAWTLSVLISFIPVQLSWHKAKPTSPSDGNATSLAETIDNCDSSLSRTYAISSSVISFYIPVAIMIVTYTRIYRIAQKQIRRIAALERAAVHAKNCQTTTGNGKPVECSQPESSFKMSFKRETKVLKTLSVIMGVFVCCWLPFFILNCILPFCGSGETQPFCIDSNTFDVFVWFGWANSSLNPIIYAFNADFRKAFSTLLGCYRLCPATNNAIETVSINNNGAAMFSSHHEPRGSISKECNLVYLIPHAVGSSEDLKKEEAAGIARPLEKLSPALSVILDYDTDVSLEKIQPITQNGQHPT
D1 antagonist: Antagonist of Human D 1 Dopamine Receptor: qHTS | D(1A) dopamine receptor (Homo sapiens), P21728 | HEK293 TREx D1 cells, calcium flux, dopamine EC80; stronger effect = lower value | activity change, negative = inhibition, % at 10 µM | hit rate 3.2% among 360,000 | AID 504652, 2011; in the data active means activity change below about -30%; further: on the % scale 0 is the no-effect control and ±100 the full control effect
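Kinetic fluorescence of a calcium dye serves as the read-out. D1-expressing Hek293 Trex cells, induced overnight at 30 C, are exposed to compound for 180 s before an EC80 dopamine addition, then read 180 s further.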
D1 ag: Allosteric Agonists of the Human D1 Dopamine Receptor: qHTS; D(1A) dopamine receptor (Homo sapiens), P21728; HEK293 T-REx D1 cells, calcium flux, agonist mode; activation, % at 2 µM; hit rate 1% among 360,000; AID 504660, 2011; in the data active means activation above about 30%; further: 0% is about no effect
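Agonism was scored from calcium flux recorded over 180 s (1 read/s) after pintool compound addition, following a 10-cycle baseline. Cells were inducible force-coupled HEK293 TREx D1, plated overnight at 30 C and loaded with no-wash calcium dye.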
RXFP1 ag: qHTS Assay for Agonists of the Relaxin Receptor RXFP1. Relaxin receptor 1 (Homo sapiens), Q9HBX9. HEK293T-RXFP1 cAMP TR-FRET, 30 min; response scale: percent of porcine relaxin response, buffer zero. Potency, µM (highest dose often 57.5 µM), without a hit: at the top dose activation, most hits filed as activators. hit rate 0.3% among 370,000. AID 2676, 2010; active means well fitted activation curve with a large enough effect; inconclusive means small, poorly fitted or top-dose-only effect; further: potency means the concentration at half of the fitted maximal effect; on the % scale 0 is the no-effect control and ±100 the full control effect; nearly all actives have a fitted effect of over 60% in size; many of its hits are not listed in these tables
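cAMP rise read by TR-FRET after 30 min, 37C compound exposure (up to 58 uM) in RXFP1-transfected HEK293 cells with Ro 20174 present. EC50 from Hill-equation fits, with 29 nM porcine relaxin as 100% and buffer as basal.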
RXFP1 antag: qHTS Assay for Antagonists of the Relaxin Receptor RXFP1 | Relaxin receptor 1 (Homo sapiens), Q9HBX9 | HEK293-RXFP1, relaxin-stimulated cAMP HTRF, 30 min; stronger effect = lower value | hit rate 0.59% among 350,000 | activity change, negative = inhibition, % at 57.5 µM;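 active means activity change of -60% or lower, but not beyond a set lower limit; inconclusive means change between -60% and -40%, or beyond the set limit; inactive means change above -40%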; further: on the % scale 0 is the no-effect control and ±100 the full control effect
D2 agonist: HTS Assay for Allosteric Agonists of the Human D2 Dopamine Receptor: Primary Screen for Agonists. D(2) dopamine receptor (Homo sapiens), P14416. HEK293 T-REx D2 cells, calcium flux agonist mode. activation, % at 2 µM. hit rate 0.53% among 340,000;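 active means activation over 3 SD above normal in the single-dose calcium agonist read, cut at about 30% in these data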; further: 0% is about no effect
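Calcium-flux readout, 1 cycle/sec over 180 s following compound pin transfer, in inducible HEK293 Trex D2 cells (force-coupled); dopamine controls included. Positive calcium responses during this window marked compounds as potential agonists.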
TRHR enhancer: qHTS for Small Molecule Agonists and Allosteric Enhancers of Human TRH Receptor: Primary Screen for Enhancers. enhancement, % at 2 µM. hit rate 0.66% among 360,000. TRHR cells, fluo-8 calcium fluorescence, EC20 TRH enhancement. Thyrotropin-releasing hormone receptor (Homo sapiens), P34981; in the data active means enhancement above about 30%; further: 0% is about no effect
Target sequence (P34981 whole entry, looked up): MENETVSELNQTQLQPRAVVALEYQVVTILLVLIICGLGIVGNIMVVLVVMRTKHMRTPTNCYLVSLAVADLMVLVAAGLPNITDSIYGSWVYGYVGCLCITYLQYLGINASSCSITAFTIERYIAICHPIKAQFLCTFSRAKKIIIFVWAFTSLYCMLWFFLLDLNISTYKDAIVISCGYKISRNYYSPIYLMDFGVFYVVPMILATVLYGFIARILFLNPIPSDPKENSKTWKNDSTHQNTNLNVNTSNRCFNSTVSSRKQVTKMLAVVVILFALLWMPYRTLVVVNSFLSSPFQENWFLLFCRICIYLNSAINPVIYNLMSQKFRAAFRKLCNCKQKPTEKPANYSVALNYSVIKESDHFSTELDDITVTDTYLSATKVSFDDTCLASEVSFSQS
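TRHR-expressing cells loaded with fluo-8 calcium dye were read kinetically (ex 480/em 530) during compound addition, then stimulated with an EC20 of TRH (10 nM final). Enhancement of the Gq-mediated intracellular calcium response was scored.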
D2 potentiator: HTS Assay for Positive Allosteric Modulators of the Human D2 Dopamine Receptor: Primary Screen for Potentiators | HEK293 T-REx D2, calcium flux, EC20 dopamine potentiation | potentiation, % at 10 µM | hit rate 0.34% among 340,000;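 active means potentiation over 3 SD above the plate norm, cut at about 30% in these data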; further: 0% is about no effect
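Cells plated with tetracycline inducer and held overnight at 30 C; calcium dye loaded 30–90 min at room temperature; baseline taken, compound added and read 180 s; EC20 dopamine then added and read 180 s.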
D2 antagonist: HTS Assay for Allosteric Antagonists of the Human D2 Dopamine Receptor: Primary Screen for Antagonists | AID 485344, 2010 | HEK293 TREx D2 cells, calcium flux, dopamine EC80 | D(2) dopamine receptor (Homo sapiens), P14416 | inhibition, % at 10 µM | hit rate 2% among 340,000; in the data active means inhibition above about 30%; further: 0% is about no effect
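Antagonism is scored as inhibition of an EC80 dopamine-evoked calcium signal in a force-coupled, tetracycline-inducible HEK293 T-REx D2 line, with compound present 180 s before agonist.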
The depositor's hits bear a star; ? = inconclusive; / = not tested or not shown.

SMILES | D1 potentiator | D1 antagonist | D1 ag | RXFP1 ag | RXFP1 antag | D2 agonist | TRHR enhancer | D2 potentiator | D2 antagonist
C#CC[N+]1(CC#Cc2ccc(C#CC[N+]3(CC#C)CCOCC3)cc2)CCOCC1 | -4 | -81* | 0 | 0.5% | 4 | 0.4 | 3 | 3 | -6
O=C(COC(=O)c1ccccn1)Nc1ccc(S(=O)(=O)N2CCOCC2)cc1 | -2 | -14 | 1 | 0.8% | -24 | 0.3 | -2 | 2 | -11
CNC(=O)c1cnc(-c2ccccc2)nc1-c1ccccc1 | -3 | -7 | 1 | -0.2% | 2 | 1.1 | 1 | 7 | 6
COc1ccc(-c2nc(=S)[nH][nH]2)cc1 | 2 | 3 | 1 | 2.6% | -11 | 0.4 | 8 | 10 | -5
Cc1cc(C)c(-c2csc(Cc3nc(-c4cc5ccccc5oc4=O)cs3)n2)cc1C | -9 | -5 | 5 | 4.4% | 9 | 1.2 | 4 | 3 | -4
CCc1ccccc1NC(=O)CN1CCN(C(=O)CNC(=O)c2ccc(N3CCCC3=O)cc2)CC1 | 4 | 9 | 4 | 2.1% | -1 | / | -2 | / | /
COc1ccc(C(=O)NC(=S)Nc2cc(C)ccn2)cc1[N+](=O)[O-] | 2 | -2 | 0 | 4.4% | 11 | 0.9 | -3 | -14 | -1
COc1cccc(CNS(=O)(=O)c2c(C)[nH]c(C)c2C(=O)N2CCCC2)c1 | 3 | -14 | 0 | 5.2% | 2 | 0.3 | 0 | -4 | -21
CC(C)(C)NC(=O)[C@]1(C)CCC[C@@]2(C)C3CC[C@@]4(C)C[C@]3(CCC21)CC4=O (stereo not given in full) | -4 | / | -4 | -0.3% | / | 0.2 | -9 | -9 | 2
COc1ccc(N(C)C(=O)c2cc(S(=O)(=O)N3CCc4ccccc43)cn2C)c(OC)c1 | -4 | -55* | 0 | -4.8% | -2 | 0.3 | 7 | 1 | /
Cc1ccc(CNC(=O)CSc2nc3ccsc3c(=O)n2Cc2ccccn2)cc1 | -2 | -14 | 5 | 13% | -10 | 0.3 | 0 | -3 | 0
COc1ccc(-c2cc(C(=O)N/N=C/c3cccnc3)c3cc(C)cc(C)c3n2)cc1 | -6 | -13 | 0 | 7.1% | 3 | 0.4 | -3 | -18 | 8
Brc1ccc(-c2csc(N3CCc4ccccc4C3)n2)cc1 | -1 | 6 | 2 | -2.1% | 0 | -0.6 | -1 | 5 | -10
CCOC(=O)N1CCN(S(=O)(=O)c2cc3c(cc2C)NC(=O)CO3)CC1 | 4 | 18 | 2 | -0.6% | 6 | -0.1 | 1 | 2 | -2
COc1ccc(CCNC(=O)COc2ncnc3ccccc23)cc1OC | 2 | 0 | 3 | 1.9% | -17 | 2.3 | -4 | -1 | -5
CCOC(=O)c1cc2sccc2n1CC(=O)N1c2ccccc2CC1C (stereo not given) | -5 | -1 | 6 | 3.1% | -6 | -3.2 | -7 | -3 | -8
Clc1ccccc1CN(Cc1ccco1)Cc1nnnn1C1CCCC1 | 2 | -10 | 0 | 2.2% | -32 | 0.3 | -5 | -1 | -3
COc1ccc2c(c1)CCc1c(C(=O)N3CCCC3)noc1-2 | -3 | 10 | 2 | 1.2% | 3 | 0.0 | -3 | -5 | 5
COc1ccc(-c2n[nH]c(C)c2-c2ccc(OC)c(OC)c2)c(O)c1 | -3 | 6 | 6 | 2.6% | 3 | -1.0 | 3 | 5 | 16
CC(NC(=O)C1CCN(C(=O)[C@@H]2Cc3ccccc3CN2)CC1)c1ccccc1 (stereo not given in full) | -4 | 6 | 1 | 1.3% | 13 | 1.2 | 1 | 0 | 7
COc1cccc(-n2nnc3c(=O)n(Cc4ccc(Br)cc4)cnc32)c1 | 3 | 7 | 2 | 0.0% | -12 | -1.0 | 1 | 12 | 24
Cc1cccc(NC(=O)Cn2c(=O)oc3ccccc32)c1C | 1 | -14 | 6 | 2.9% | 6 | 1.4 | 9 | 5 | -10
O=C1/C(=C\c2cccs2)Sc2ccc3ccccc3c21 | -5 | 6 | 13 | 2.6% | -20 | 1.2 | 1 | 1 | -7
Cc1cc(NC(=O)c2ccc(Cl)cc2)no1 | 6 | -10 | 2 | 0.5% | 9 | 0.8 | -1 | -9 | 13

Arranged by heavy-atom count (highest first): some entries from above.
SMILES | D1 potentiator | D1 antagonist | D1 ag | RXFP1 ag | RXFP1 antag | D2 agonist | TRHR enhancer | D2 potentiator | D2 antagonist
CC(NC(=O)C1CCN(C(=O)[C@@H]2Cc3ccccc3CN2)CC1)c1ccccc1 (stereo not given in full) | -4 | 6 | 1 | 1.3% | 13 | 1.2 | 1 | 0 | 7
COc1ccc(CCNC(=O)COc2ncnc3ccccc23)cc1OC | 2 | 0 | 3 | 1.9% | -17 | 2.3 | -4 | -1 | -5
Clc1ccccc1CN(Cc1ccco1)Cc1nnnn1C1CCCC1 | 2 | -10 | 0 | 2.2% | -32 | 0.3 | -5 | -1 | -3
Brc1ccc(-c2csc(N3CCc4ccccc4C3)n2)cc1 | -1 | 6 | 2 | -2.1% | 0 | -0.6 | -1 | 5 | -10

Following part:
SMILES | D1 potentiator | D1 antagonist | D1 ag | RXFP1 ag | RXFP1 antag | D2 agonist | TRHR enhancer | D2 potentiator | D2 antagonist
COc1cccc(CC(=O)NCC2(N3CCCCC3)CCCCC2)c1 | 0 | 14 | 0 | 3.2% | 5 | -0.2 | 3 | 8 | -5
Cc1cccc(NS(=O)(=O)c2ccc(C)c(C(=O)NCC(c3cccs3)N(C)C)c2)c1 (stereo not given) | 1 | 0 | 12 | 0.7% | -18 | 1.2 | 42* | -7 | -4
Cc1cc(=O)n(Cc2ccc(Cl)cc2)c2c1c(C)nn2-c1ccccc1 | 2 | 8 | 8 | -0.9% | -5 | -0.9 | -2 | -3 | /
O=C(COC(=O)c1ccncc1)Nc1cc(Cl)ccc1Cl | 2 | / | -1 | 1.6% | 17 | -0.1 | 6 | -4 | 23
Cc1cccc(C)c1Nc1c(-c2ccccc2Cl)nc2cnccn12 | 1 | -11 | 0 | 12% | / | -0.8 | -16 | 16 | /
COc1ccc(Cc2c(C)nn(-c3nc(C)c(C(=O)Nc4ccc(C)cc4C)s3)c2C)cc1 | -1 | -8 | 5 | ? | 5 | -1.7 | 11 | 3 | /
Brc1ccc(OCCCOc2cccc3cccnc23)cc1 | -3 | -5 | 1 | -2.9% | -39 | 0.0 | 3 | 6 | 28
CC(C)(C)OC(=O)NCc1nnc(C(C(=O)OCc2ccccc2)c2ccccc2)s1 (stereo not given) | -7 | -18 | 1 | / | / | / | 1 | / | /
O=C(c1cnn2c(C(F)F)cc(-c3ccccc3)nc12)N1CCc2ccccc2C1 | -3 | 5 | 13 | 0.9% | -16 | -0.1 | -10 | -4 | 8
Cc1ccc(N2CCN(C(=O)c3ccc4c(Cl)c5c(nc4c3)CCCC5)CC2)c(C)c1 | -2 | 6 | 2 | 2.1% | / | -0.4 | 0 | 10 | /
COc1ccc(N(C(=O)C(C)C)S(=O)(=O)c2ccc(Cl)cc2)cc1 | -7 | -12 | 3 | 1.4% | -2 | -1.0 | 11 | -6 | 6
Cn1cc(P(=O)(N2CCOCC2)N2CCOCC2)cc1P(=S)(N1CCOCC1)N1CCOCC1 | -1 | 22 | 0 | 2.7% | 8 | -0.1 | -1 | -3 | 16
CCC(=O)Nc1nnc(S(=O)(=O)N(C)c2ccccc2)s1 | -7 | -4 | 1 | -2.3% | -5 | 1.1 | 1 | 11 | -6
Cc1ccc(C(=O)NC(=C(Cl)Cl)S(=O)(=O)c2ccccc2)cc1 | -2 | -19 | 1 | 5.5% | -1 | -2.0 | 2 | 2 | -13
CN(C)C(CNC(=O)CCc1nc2ccccc2s1)c1ccccc1 (stereo not given) | -6 | -2 | 1 | 4.2% | 0 | 0.2 | -3 | -13 | 15
COc1ccccc1Nc1nnc(C)c(=O)[nH]1 | -3 | 13 | 0 | -0.3% | -6 | 0.3 | -7 | -3 | -3
Cc1c(C(=O)OCC(=O)N(C)c2ccccc2)cccc1[N+](=O)[O-] | -3 | 20 | 1 | 3.5% | -22 | / | -6 | / | /
Cc1nnsc1C(=O)Oc1ccc(C(C)C)cc1 | 0 | -18 | -1 | 0.8% | 2 | 2.3 | -1 | -13 | /
O=c1c2[nH]c3ccccc3c2ncn1Cc1ccco1 | -1 | 11 | -3 | 0.5% | -4 | -0.5 | 1 | -2 | 1
O=C(O)C1CCN(C(=O)NC2CCCCC2)CC1 | 5 | -3 | 0 | -2.2% | -11 | 0.0 | -6 | -5 | 0
O=[N+]([O-])c1cccnc1N1CCC(c2cc(-c3ccc(Cl)cc3Cl)n[nH]2)CC1 | 2 | 37 | 1 | -2.6% | -5 | -1.6 | 3 | -7 | -9
COCCCn1c(=O)cc(C)[nH]c1=S | 1 | 5 | 3 | 2.0% | 4 | 0.0 | -1 | -3 | -1
O=C(CN1CCCC1)N1c2ccccc2Sc2ccccc21 | -7 | -16 | 2 | 2.4% | 3 | -3.1 | 1 | 1 | -38
COc1ccc(Sc2ncnc3onc(C)c23)cc1 | -3 | -42* | -1 | 2.8% | 1 | 0.5 | -1 | 2 | 13
COc1ccc(N(C(=O)CSCC(=O)Nc2cc(C)on2)C(C(=O)NC2CCCCC2)c2ccc(O)c(O)c2)cc1 (stereo not given) | 0 | 4 | 3 | -0.5% | 17 | 0.0 | -1 | 5 | 3
CCN(CC)S(=O)(=O)c1ccc(N2CCCC2)c(NC(=O)CN2C(=O)NC3(CCCC3)C2=O)c1 | -2 | 3 | 2 | -0.1% | -13 | / | 0 | 0 | /
CCc1ccc(N(CC(=O)NC2CCCC2)C(=O)CCC(=O)Nc2cc(C)on2)cc1 | -5 | -13 | 3 | -3.1% | 2 | 1.5 | -2 | -6 | -8
N#Cc1ccc(C(=O)OCCc2cc3ccccc3c(=O)o2)cc1 | -3 | / | 5 | 1.4% | / | -0.9 | -1 | 4 | -6
COc1cccc(-n2cc(C(=O)Nc3cc(OC)c(OC)c(OC)c3)c3ccccc3c2=O)c1 | -5 | -26 | 14 | 3.7% | -19 | -0.4 | -6 | 3 | /
CC(C)=CC(=O)Nc1ccc(S(=O)(=O)Nc2onc(C)c2C)cc1 | -8 | -9 | 1 | 10% | 13 | -0.3 | 0 | 4 | -12
Cc1csc(NC(=O)c2c(-c3c(Cl)cccc3Cl)noc2C)n1 | -2 | / | -2 | -1.3% | 9 | -0.4 | 7 | 2 | -8

This is a subset; count on the stated rates, not on these rows.
